From PubChem BioAssay
aSyn UTR inh – 5' untranslated region of α-synuclein, MLPCN primary screen; hit rate 0.82% among 300,000; inhibition, % (tested at 7.5 µM); alpha-synuclein 5'UTR reporter, inhibitor activity; in the data active means inhibition above about 60%; inconclusive means no clear call, values can overlap the other calls;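 further: H4 neuroglioblastoma cells stably carrying SNCA 5'UTR luciferase fusion; 0% = DMSO wells and 100% = positive control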
AI-2 QS mod – modulates the Vibrio harveyi AI-2 quorum sensing system | hit rate 0.4% among 300,000 | Vibrio harveyi JMH597 AI-2 luminescence/OD600 ratio, 9 h; stronger effect = lower value; strain lacks LuxN and CqsS sensors; 0 = neutral-control median | AID 2094 | activity change, % at 7.5 µM; in the data active means activity change below about -75%, passing the limit was not always enough; inconclusive means no clear call, values can overlap the other calls;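 further: luminescence divided by OD600 gain over 9 h not by final OD600 alone; inactives centre near 13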
HSP90 inh – inhibitors of HSP90 luciferase refolding in rabbit reticulocyte lysate; luciferase refolding luminescence, 3 h; inhibition, % at 5.6 µM; hit rate 0.91% among 290,000;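 active means inhibition above the screen-wide mean plus 3 SD, computed separately per campaign, cut at about 16% in these data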;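 further: 0% = DMSO wells and 100% = 60 µM geldanamycin wells; inhibitors lower the luminescence because luciferase stays unfolded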
GSK3A inh – blocks human GSK-3 alpha kinase; P49840; ADP-Glo luminescence, 60 min; inhibition, % at 10 µM; hit rate 0.1% among 320,000;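 in the data active means inhibition above about 50%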;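 further: GST-tagged GSK-3 alpha with peptide substrate and 25 µM ATP; 0% = DMSO neutral wells and 100% = GW8510 positive control wells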
Target sequence (P49840 whole entry, looked up): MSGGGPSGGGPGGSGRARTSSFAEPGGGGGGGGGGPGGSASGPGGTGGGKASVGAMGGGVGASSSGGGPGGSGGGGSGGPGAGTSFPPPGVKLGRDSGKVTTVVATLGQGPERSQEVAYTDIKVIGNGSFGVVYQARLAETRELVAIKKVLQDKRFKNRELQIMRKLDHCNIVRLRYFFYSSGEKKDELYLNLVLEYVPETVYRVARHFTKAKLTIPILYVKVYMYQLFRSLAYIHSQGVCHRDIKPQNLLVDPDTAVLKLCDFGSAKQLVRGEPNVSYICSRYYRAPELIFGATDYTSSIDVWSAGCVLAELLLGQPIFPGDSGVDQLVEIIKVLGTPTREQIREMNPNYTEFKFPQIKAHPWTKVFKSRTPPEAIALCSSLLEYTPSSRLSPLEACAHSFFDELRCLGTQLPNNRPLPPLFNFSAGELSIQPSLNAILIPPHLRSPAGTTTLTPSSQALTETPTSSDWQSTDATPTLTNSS
HSF1 activator – increases HSF-1 driven luciferase reporter signal | hit rate 1.7% among 300,000 | activation, % at 9 µM | NIH3T3-HGL HSF-1 luciferase reporter, MG132, 8 h; 100% = twice DMSO control signal;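 active means mean replicate activation of at least 50% with a set share of replicates each reaching 50%; inconclusive means only one of those two conditions met; inactive means mean below 50% and too few replicates reaching it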;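 further: 0% = median of the neutral control wells and 100% = twice that signal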
PolyA inh – blocks polyadenylation in yeast reporter cells | calls only at 12 µM | AID 1875 | hit rate 0.02% among 300,000 | S. cerevisiae SKY197-pL101 polyadenylation reporter, beta-gal luminescence; efflux-impaired pdr1/pdr3 knockout yeast; score 100 = 6 SD above DMSO;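 active means lowest replicate activity score at least 50, where 100 means six control SD above control mean; inconclusive means lowest score under 50 but half or more replicates reach 50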;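 further: yeast exposed to compound for 9 h at 30 °C; higher score means more reporter readthrough which indicates perturbed polyadenylation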
IEC-6 tox – kills IEC-6 intestinal cells in KLF5 counter-screen; inhibition, % at 5 µM; IEC-6 cytotoxicity, luminescence viability; hit rate 0.78% among 290,000; AID 1825; in the data active means inhibition above about 22%;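 further: 0% = plate median of test compound wells and 100% = cytotoxic reference compound wells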
HSF1 inhib – HSF1 inhibition. activity change, negative = inhibition, % at 7.5 µM (by protocol). NIH3T3-HGL HSE-luciferase, MG132-induced, luminescence 8 h; stronger effect = lower value. hit rate 0.77% among 300,000;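 active means more than half of replicate wells show activity change below -50%, luminescence cut by over half; inconclusive means some wells, but at most half, below -50%; inactive means no replicate well below -50%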;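 further: luciferase reports HSF-1 transcriptional activity via heat shock element; 0% = median of DMSO wells and -100% = zero luminescence signal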
KLF5 inhibitor – inhibitors of KLF5 expression; hit rate 0.23% among 290,000; DLD-1 KLF5 promoter-luciferase reporter, luminescence; inhibition, % at 5 µM; AID 1700;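 active means inhibition above a per-plate limit of that plate's mean compound inhibition plus 3 SD, cut at about 60% in these data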;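 further: 0% = DMSO wells and 100% = LY294002 at 200 µM; higher means less KLF5 promoter-driven luciferase light; inactives centre near -14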
GSK3beta inhib – inhibitors of human GSK3beta kinase | GST-GSK3beta kinase, ADP-Glo luminescence, 60 min; stronger effect = lower value | activity score (negative = inhibition), % at 10 µM | hit rate 0.038% among 300,000;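 active means more than half of replicate wells score below -50%, meaning over 50% inhibition versus plate controls; inconclusive means some replicates but at most half score below -50%; inactive means no replicate scores below -50%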;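 further: 0% = median DMSO wells and -100% = median GW8510 positive control wells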
Target sequence (P49841 whole entry, looked up): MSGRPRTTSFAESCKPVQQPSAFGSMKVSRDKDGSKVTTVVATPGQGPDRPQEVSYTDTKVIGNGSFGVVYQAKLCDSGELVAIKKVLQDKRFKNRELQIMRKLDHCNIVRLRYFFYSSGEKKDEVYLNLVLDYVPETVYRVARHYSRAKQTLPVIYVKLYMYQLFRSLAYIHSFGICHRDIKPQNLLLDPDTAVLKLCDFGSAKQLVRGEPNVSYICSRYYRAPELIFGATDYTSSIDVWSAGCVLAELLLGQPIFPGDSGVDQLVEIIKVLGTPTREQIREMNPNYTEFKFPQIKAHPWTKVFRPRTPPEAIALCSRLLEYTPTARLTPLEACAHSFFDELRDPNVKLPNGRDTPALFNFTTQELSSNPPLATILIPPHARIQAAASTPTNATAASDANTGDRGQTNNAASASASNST
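Assay system: GST-tagged human GSK3beta kinase, cell-free; Input: 1.6 ng GSK3beta; Medium: Tris/MgCl2 kinase buffer; Timing: 60 min enzyme reaction, room temperature; Signal: ADP-Glo luminescence quantifying ADP generated by kinase; Evaluation: score relative to plate controls; Benchmarks: DMSO neutral wells and GW8510 at 20 µM as positive.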
* hit, by the source's call; i = inactive; ? = inconclusive; · = no result given.

Fields: aSyn UTR inh, AI-2 QS mod, HSP90 inh, GSK3A inh, HSF1 activator, PolyA inh, IEC-6 tox, HSF1 inhib, KLF5 inhibitor, GSK3beta inhib
1. O=C(c1ccc([N+](=O)[O-])cc1)N1CCSC1c1ccccc1Cl (stereo unspecified)
  -5, 5, 2, -2, -5, i, -2, 2, -26, 0
2. O=C(Nc1ccccc1)C1=C(c2ccccc2)S(=O)(=O)CCS1(=O)=O
  16, ?, 1, ·, -68, i, 28*, -62*, 24, 2
3. CCCCSc1nc2ccccc2n1CC(=O)O
  -6, 16, 0, -3, 8, i, 5, 5, -25, 2
4. Clc1ccccc1CSc1nnc(-c2cccnc2)n1Cc1ccco1
  5, 12, 0, 0, 12, i, -1, 15, -10, -4
5. Cc1ccccc1CN1CCC(N2CCC(C(=O)NCC3CCCO3)CC2)CC1 (stereo unspecified)
  3, 19, -3, 0, 4, i, -6, -11, -22, 0
6. Cc1ccc(C(=O)O/N=C2\CCCc3ccccc32)cc1
  -20, 22, 0, 0, -19, i, -3, -14, 6, 1
7. COc1ccc(CN2CCOCCOCCOCC2)cc1
  -9, 16, 4, 2, -9, i, 3, -10, -22, 6
8. Cc1cccc(OCC(=O)N(Cc2cccs2)C2CCS(=O)(=O)C2)c1 (stereo unspecified)
  10, 7, 0, -1, 0, i, -4, -3, 25, 1
9. C/C(=N\Nc1cc(N2CCOCC2)ncn1)c1ccc(O)cc1
  -18, 17, -2, 0, -1, i, -3, -6, -45, -5
10. Cc1occc1C(=O)Nc1ccc2c(c1)CCC2
  -188, 32, -4, ·, 43, i, -1, 26, -92, -8
11. COC(=O)Cn1c(=O)c2c(nc(Br)n2Cc2ccccc2Cl)n(C)c1=O
  4, 7, 0, 0, ?, i, 3, 26, -19, 0
12. CO/C([O-])=N/c1c[n+](-c2ccc(C)cc2)no1
  -62, 12, -1, 0, -7, i, -8, -5, -39, -2
13. Cc1ccccc1N(C(=O)CCC(=O)Nc1ccccn1)C(C(=O)NC(C)C)c1ccc(F)cc1 (stereo unspecified)
  11, ·, 0, 0, -1, i, -1, 1, -20, ·
14. Cc1ccc2nc(SCC(=O)c3ccc4c(c3)NC(=O)CO4)[nH]c2c1
  8, 16, -1, -8, 23, i, 0, 1, -16, -1
15. Cc1cccc(-n2c3nc(=O)[nH]c(=O)c-3cc3cc([N+](=O)[O-])ccc32)c1
  -4, 24, -4, 0, -13, i, 6, -2, -30, 4
16. Cc1cc(C)nc(N/N=C/c2ccc([N+](=O)[O-])o2)n1
  1, -84*, 1, 0, 24, i, 1, 6, -15, -1
17. CCOc1ccc(N2CC(C(=O)Nc3cccc(S(=O)(=O)N4CCCC4)c3)CC2=O)cc1 (stereo unspecified)
  21, 32, ·, -2, 7, i, ·, 0, ·, 3
18. CCc1ccc(OCC(=O)NC(NC(=S)Nc2ccccc2OC)C(Cl)(Cl)Cl)cc1 (stereo unspecified)
  9, 9, -2, -1, 9, i, -7, -1, -18, -2
19. Cc1ccc(C)c(C(=O)CSc2n[nH]c(C(C)C)n2)c1
  2, 8, -4, -2, -14, i, -1, 4, -18, -1
20. C/C(=N\S(=O)(=O)c1ccc(C)cc1)NC(=S)Nc1ccccc1
  9, 11, -3, 5, -11, i, -10, -3, -19, 2
21. CCOC(=O)C1=C(C)OC(N)=C(C#N)C1c1cc(F)ccc1F (stereo unspecified)
  -15, 5, 1, -5, 1, i, -8, -7, -5, 3
22. CCCOc1c(OC)cccc1C1CC(=O)Nc2cc3c(cc21)OCO3 (stereo unspecified)
  -3, 4, 0, -2, 2, i, 0, -2, -4, 315
23. COCCCn1c(C)nnc1SCC(=O)Nc1cccc(C)c1
  -2, 9, 3, 0, 3, i, -3, -5, -34, 1
24. N#Cc1cnn2c(-c3ccc(Cl)cc3Cl)ccnc12
  21, 1, 0, 2, -10, i, 1, -14, 1, 2
25. O=C(COc1ncnc2sccc12)Nc1cccc(S(=O)(=O)N2CCCC2)c1
  -3, -71, -1, 0, 12, i, 2, -7, -10, 2
26. Cc1nc2ccccn2c1C(=O)N/N=C/c1ccccc1[N+](=O)[O-]
  -6, 14, -2, -1, -9, i, 0, 8, -12, 2
27. COc1ccc(N2C(=O)C(Cc3ccccc3)NC2=S)cc1 (stereo unspecified)
  -34, 4, 0, 0, 30, i, 4, -6, 0, 1
28. COc1cccc(Cn2nnc(C(=O)NCc3ccc(F)cc3)c2N)c1
  13, 21, 1, ·, 4, i, -1, -1, -28, -3
29. Cc1ccc(CSCC(=O)N(C)CC(=O)Nc2ccccc2C(F)(F)F)cc1
  11, 31, ·, -2, -6, i, ·, 0, ·, -1
30. CCc1cc(=O)oc2cc(OCc3nn[nH]n3)ccc12
  18, 5, -3, -2, 12, i, -1, -5, 18, 4
31. CCn1c(SCC(=O)N2CCN(c3cccc(Cl)c3)CC2)nc2ccccc2c1=O
  -6, 13, 2, -1, -22, i, 5, -8, -22, -3
32. Cc1ccsc1C1C(C#N)=C(N)OC2=C1C(=O)CCC2 (stereo unspecified)
  -8, 4, 2, 0, 1, i, 4, 3, -6, 1
33. Cc1cc(OCCCn2ccnc2)ccc1[N+](=O)[O-]
  1, 25, -2, 1, -2, i, 2, 7, -23, -25
34. O=C(NCc1ccco1)C(c1ccc(F)cc1)N(Cc1cccnc1)C(=O)Cn1nnc2ccccc21 (stereo unspecified)
  -24, 12, 0, 1, -16, i, 3, 1, -17, 0
35. O=C(CCc1nnc(CCc2c[nH]c3ccccc23)o1)NC1CCC1
  -133, 9, -3, 0, 47, i, 1, 38, -89, 3
36. CC(=O)Nc1ccc(S(=O)(=O)N2CCSC2c2ccccc2)cc1 (stereo unspecified)
  -9, 22, 3, -1, -19, i, -3, -4, 8, 1
37. O=C1CCC/C1=C/Nc1cccc(F)c1
  -9, 10, -3, 2, -4, i, -2, 1, -20, 5
38. O=C(NNC(=S)NC1CCCCC1)c1ccc2c(c1)OCO2
  -78, 23, -3, 0, 31, i, 0, 9, -137, 2
39. O=C(O)COCC(=O)N1CCc2c([nH]c3ccccc23)C1C(F)(F)F (stereo unspecified)
  8, 20, 1, -1, 4, i, 4, 2, -9, -5
40. COc1ccc(-n2ncc3c2CC(C)(C)CC3NC(=O)Cc2nonc2C)cc1 (stereo unspecified)
  -1, 16, -5, 1, 9, i, -1, 8, -3, -1
41. O=C(NNC1=NS(=O)(=O)c2ccccc21)C1CC(=O)N(c2ccccc2)C1 (stereo unspecified)
  19, 22, 5, 10, 12, i, 3, -4, -22, -4
42. C[C@@H]1O[C@@H](O[C@H]2[C@H](Oc3cc(O)c4c(c3)O[C@H](c3ccc(O)cc3)CC4=O)O[C@H](CO)[C@@H](O)[C@@H]2O)[C@H](O)[C@H](O)[C@H]1O
  9, 2, -4, -2, 0, i, -5, 1, -6, -13
43. CN(CCOC(=O)/C=C/c1ccccc1)C(C)(C)C
  14, 17, -4, -3, 3, i, 7, 1, -15, 1
44. O=c1cc(-c2ccccc2)nc(N2CCN(Cc3ccc4c(c3)OCO4)CC2)[nH]1
  ·, ·, -1, -1, ·, ·, -4, ·, -13, ·
45. COc1ccc(CN2C(=NC(=O)c3ccccc3)SC3CS(=O)(=O)CC32)cc1OC (stereo unspecified)
  23, 2, -1, -3, -12, i, -8, -1, -13, 0
46. CCOC(=O)c1ccc(Cn2cnc3ccccc3c2=O)cc1
  -23, -23, 7, 2, 4, i, 3, -10, -20, 1
47. CCOc1cc(C(=S)N2CCN(C)CC2)ccc1OCC(=O)N1CCCC1
  14, 5, -2, -2, -12, i, 5, 0, -7, 2
48. C/C(=N\NC(=O)c1c(Br)c(C)nn1C)c1cccc(NC(=O)c2ccccc2C)c1
  -22, 33, -4, -2, 12, i, -5, 8, 4, 1
49. COC(=O)/C=C/C(=O)N1CCN(c2cccc(Cl)c2)CC1
  2, 5, 1, -2, 7, i, 5, 22, -14, 1
50. O=C(NCCc1ccc(Cl)cc1)c1ncn[nH]1
  10, 7, -3, -1, -12, i, 3, 5, 5, 3

Further structures follow.
Fields: aSyn UTR inh, AI-2 QS mod, HSP90 inh, GSK3A inh, HSF1 activator, PolyA inh, IEC-6 tox, HSF1 inhib, KLF5 inhibitor, GSK3beta inhib
51. COc1ccc(OC)c(-n2c(-c3cnccn3)n[nH]c2=S)c1
  3, 24, 0, -1, -8, i, -2, -6, -30, 2
52. CCOC(=O)c1cn(CC(=O)Nc2ccc3c(c2)OCCO3)nn1
  24, 16, 0, -2, 0, i, -2, 3, -10, 0
53. N/C(=N\OC(=O)CCCOc1ccccc1)c1ccccn1
  -22, 16, 1, 0, 9, i, -2, 8, -36, 1
54. COc1ccc(C(=O)N2CCN(Cc3cc(OC)c(O)c(OC)c3)CC2)cc1OC
  4, 28, -4, -3, 1, i, -5, -6, 6, -1
55. COc1ccc(NC(=O)C(c2cc3c(cc2[N+](=O)[O-])OCO3)N(C)c2ccccc2)cc1 (stereo unspecified)
  -10, 22, 0, -4, 0, i, 0, -2, 2, -1
56. Cc1ccc2cc(C#N)c(NCCNC(=S)NCCCN(C)C)nc2c1C
  7, 3, 5, 15, 6, i, 2, 3, -6, -10
57. CC1=CC2=NC(=O)CC(C)(C(=O)N(CC(=O)NC3CCCC3)Cc3ccccc3)N2C=C1 (stereo unspecified)
  -7, 4, 0, 0, 2, i, -2, -7, -1, -2
58. CCC(=O)N1CCc2cc(S(=O)(=O)N3CCN(C(=O)c4ccco4)CC3)ccc21
  7, 10, 1, -1, -3, i, 3, -7, -5, -3

A portion of the library, so the mix of outcomes need not match the whole.
